Compound activity from PubChem BioAssay.
core dimer inh – HCV core protein dimerization inhibition | TR-FRET GST/Flag-core106 dimerization, 1536-well | inhibition, % at 5 µM | AID 1899 | actives 0.33% (n = 300,000);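 active = inhibition above the mean of all tested compounds plus 3 SD, set per screening campaign, cut at about 45% in these data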
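System: GST-tagged and Flag-tagged HCV core protein residues 1-106 / Input: core106 proteins, GST 13.5 nM and Flag 17 nM / Buffer or medium: KF-containing HEPES buffer, pH 7.45, DTT, CHAPS, BSA / Probe or stimulus: Eu-anti-GST and XL665-anti-Flag labelled anti-tag antibodies / Schedule: 4 h, 22.5 °C incubation / Technique: TR-FRET 671 and 617 nm emission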
TPT1 inhibitor – inhibitors of Candida albicans tRNA 2'-phosphotransferase TPT1 | recombinant caTPT1, FP RNA substrate dephosphorylation | inhibition, % at 5 µM | actives 0.81% (n = 300,000);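 active = inhibition above the mean of all tested compounds plus 3 SD, set per screening campaign, cut at about 24% in these data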;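 also: plate controls were DMSO alone for no effect and ferristatin control at 100 nM for full effect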
procasp7 counter – counter-screen for procaspase-3 activators: activators of human procaspase-7 | P55210 | recombinant procaspase-7, Ac-DEVD-pNA absorbance 405 nm; D23A/D198A/D206A triple mutant, cannot self-cleave; scale: DMSO 0, 5 µM enzyme 100 | activation, % at 8.5 µM | actives 0.093% (n = 330,000);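 active = percent activation above the screen-wide mean plus 3 SD, cut at about 25% in these data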
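Assay system: Uncleavable procaspase-7 mutant enzyme; Input: 2 µM procaspase-7 mutant as dispensed; Also added: DEVD-pNA substrate; Medium: Zinc-free HEPES pH 7.4 with 300 mM NaCl, 0.01% Triton X-100; Timing: 1 h compound preincubation, 2 h substrate cleavage, 25 °C; Measured by: Epi-absorbance of released pNA at 405 nm, two timepoints.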
PAFAH2 FP inh – inhibitors of human PAFAH2 | Q99487 | recombinant PAFAH2, FP-rhodamine activity probe, fluorescence polarization | inhibition, % at 3.39 µM | actives 0.99% (n = 340,000) | AID 492956;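 active = inhibition above the mean over all tested compounds plus 3 SD, cut at about 30% in these data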;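 also: inhibitors block probe labeling of enzyme so polarization drops; 0% = enzyme with DMSO and 100% = wells lacking PAFAH2 protein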
procasp3 activ – procaspase-3 (human) activation; P42574; recombinant procaspase-3 D3A, Ac-DEVD-pNA absorbance 405 nm; activation, % at 8.5 µM; actives 0.11% (n = 330,000);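 active = activation above the mean of all tested compounds plus 3 SD, cut at about 21% in these data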;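 also: 0% = DMSO alone and 100% = DMSO wells spiked with extra 5 µM PC-3 D3A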
Target sequence (P42574 whole entry D9A/D28A/D175A): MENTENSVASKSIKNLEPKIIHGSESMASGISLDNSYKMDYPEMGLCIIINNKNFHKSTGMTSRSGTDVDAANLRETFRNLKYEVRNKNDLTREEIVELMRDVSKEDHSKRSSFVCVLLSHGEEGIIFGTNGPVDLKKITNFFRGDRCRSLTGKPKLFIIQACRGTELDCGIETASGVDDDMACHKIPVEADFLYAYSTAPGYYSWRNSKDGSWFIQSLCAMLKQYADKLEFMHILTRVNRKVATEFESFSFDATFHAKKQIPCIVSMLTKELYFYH
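assay system = Procaspase-3 D3A mutant | signal = absorbance at 405 nm, 0 and 120 min | times = 1 h preincubation plus 2 h reaction at 25 °C | repeats = single replicate | read-out = % activation between DMSO and enzyme-spiked controls | medium = Zinc-free HEPES saline buffer with Triton X-100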
PP5 primary – inhibitors of human protein phosphatase 5 (PP5). P53041. purified PP5c, OMFP substrate fluorescence. inhibition, % at 6.7 µM. actives 0.18% (n = 320,000);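 active = inhibition above the campaign's mean inhibition across all tested compounds plus 3 SD, cut at about 9.5% in these data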;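 also: 0% = DMSO only and 100% = 100 µM cantharidin control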
Target sequence (P53041 whole entry, looked up): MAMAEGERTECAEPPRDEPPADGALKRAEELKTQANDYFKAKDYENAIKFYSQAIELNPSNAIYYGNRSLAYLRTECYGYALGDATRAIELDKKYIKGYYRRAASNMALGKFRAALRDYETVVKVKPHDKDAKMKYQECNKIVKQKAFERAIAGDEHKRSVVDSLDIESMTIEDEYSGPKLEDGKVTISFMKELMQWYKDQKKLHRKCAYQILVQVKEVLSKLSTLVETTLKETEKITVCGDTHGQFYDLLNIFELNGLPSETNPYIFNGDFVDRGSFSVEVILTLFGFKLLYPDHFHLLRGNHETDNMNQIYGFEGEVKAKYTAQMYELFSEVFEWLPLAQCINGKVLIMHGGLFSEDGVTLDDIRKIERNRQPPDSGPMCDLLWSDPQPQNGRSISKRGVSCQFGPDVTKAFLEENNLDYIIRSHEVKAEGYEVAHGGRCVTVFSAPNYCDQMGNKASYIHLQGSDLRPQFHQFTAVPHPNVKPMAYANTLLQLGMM
PP1 inh – blocks human PP1-alpha phosphatase, a PP5 counter-screen; P62136; purified PP1alpha, OMFP fluorescence; inhibition, % at 6.7 µM; actives 0.9% (n = 320,000); AID 2235;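 active = inhibition above the mean inhibition of all tested compounds plus 3 SD, computed separately for each screening campaign, cut at about 15% in these data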
Target sequence (P62136 whole entry, looked up): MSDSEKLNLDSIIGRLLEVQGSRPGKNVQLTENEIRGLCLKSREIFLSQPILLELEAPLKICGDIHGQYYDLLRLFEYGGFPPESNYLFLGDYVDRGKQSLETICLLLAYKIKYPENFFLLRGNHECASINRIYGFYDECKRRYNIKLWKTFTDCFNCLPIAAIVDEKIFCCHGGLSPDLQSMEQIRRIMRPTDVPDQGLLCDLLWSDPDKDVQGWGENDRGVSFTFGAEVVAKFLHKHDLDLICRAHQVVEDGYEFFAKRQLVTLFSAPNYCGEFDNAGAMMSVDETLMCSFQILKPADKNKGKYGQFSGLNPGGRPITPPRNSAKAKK
AHR activator – activates the human aryl hydrocarbon receptor; P35869; AHR-responsive luciferase reporter cells, luminescence; activation, % at 5 µM; actives 2.5% (n = 320,000); in the data active = activation above about 47%;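 also: 0% = vehicle wells and 100% = reference agonist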
Fh CTSL1 inh – blocks F. hepatica cathepsin L1 in PFM18AAP counter-screen; recombinant F. hepatica cathepsin L1, Z-Leu-Arg-MCA fluorescence; actives 0.49% (n = 300,000); AID 1906; inhibition, % at 5.96 µM;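 active = inhibition above the mean of all tested compounds plus 3 SD, set per screening campaign, cut at about 17% in these data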;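 also: 0% = plate median of test compound wells and 100% = 1 µM Z-Phe-Ala-diazomethylketone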
Starred values were filed as active, the others as inactive; · = no result given.

SMILES	core dimer inh	TPT1 inhibitor	procasp7 counter	PAFAH2 FP inh	procasp3 activ	PP5 primary	PP1 inh	AHR activator	Fh CTSL1 inh
CN(Cc1ccccc1)C(=O)COC(=O)c1cc2ccccc2oc1=O	·	·	-4.2	10.0	5.8	·	·	6.4	·
CC(C)Cn1c(-c2ccc(Cl)cc2)cnc1SCC(=O)N1CCOCC1	9.1	-2.9	11.9	3.2	4.3	2.7	2.0	1.3	-2.0
COC(=O)Cc1nnc(SCC(=O)Nc2ccccc2)c2ccccc12	12.2	-0.2	14.8	-1.1	4.7	-1.2	1.2	-5.1	3.2
O=C(C[C@H]1C/C=C\CC[C@H](Cc2ccc(F)cc2)C(=O)OC[C@@H]2CCCN2C1=O)N[C@H](CO)Cc1ccccc1	·	·	-1.1	-2.2	-3.7	·	·	-1.1	·
CCCc1cc2c(cc1NC(=O)c1ccc(C(C)(C)C)cc1)OCO2	5.1	0.3	-0.6	-8.8	-6.8	2.8	5.3	38.8	3.8
O=C(O)CC1=C(Nc2ccccc2)C(=O)N(c2ccccc2)C1c1ccc(Br)cc1 (stereo not given)	19.1	0.8	-2.6	4.3	-4.3	2.0	4.1	0.5	1.5
O=C(c1ccc(S(=O)(=O)N2CCOCC2)cc1)N(c1ccc(F)cc1)C1C=CS(=O)(=O)C1 (stereo not given)	-2.7	-2.1	-0.2	-3.1	-7.2	1.5	0.0	0.1	2.9
Cc1ccc(NC(=O)CCCn2c(=O)[nH]c3ccsc3c2=O)cc1	11.8	-1.7	5.2	-1.1	5.5	-1.6	-3.6	1.4	5.4
Cc1ccc(OCC(=O)NC2CC(C)(C)NC(C)(C)C2)c(C)c1	-1.7	-1.0	-5.3	3.9	3.1	-0.4	-0.8	3.1	0.3
COc1ccc(-n2nc(C(=O)NCC(=O)NCC3COc4ccccc4O3)c3ccccc3c2=O)cc1OC (stereo not given)	-3.1	-1.4	-9.6	-4.2	-0.5	-2.1	0.0	-0.8	1.2
COC(=O)CCC(=O)NNC(=O)c1cccc(Br)c1	-4.3	-0.2	-9.9	3.8	4.5	3.4	-2.4	5.9	-6.0
COCCNC(=O)/C(C#N)=C/c1ccc(C(=O)O)cc1	-3.1	1.9	-1.8	4.8	-1.3	0.8	3.1	-2.9	-1.2
CC(=O)N1CCN(c2ccc(NCc3ccc(-c4ccc(Br)cc4)o3)cc2)CC1	·	·	-6.5	8.2	-3.3	·	·	-1.4	·
CCCCC(=O)Nc1nnc(S(=O)(=O)N(CC)c2ccccc2)s1	4.2	-1.0	-6.1	-0.9	10.2	-0.6	6.1	-0.9	5.7
NC(=O)Cn1nc([N+](=O)[O-])nc1Oc1ccccc1F	0.0	-1.4	8.9	5.4	-1.8	0.8	0.9	-0.7	3.8
CCOc1ccccc1CNC(=O)C1CCN(c2nn3c(=O)cc(C)nc3s2)CC1	1.1	0.6	0.9	3.9	1.5	-1.5	2.0	0.5	-1.4
CC(=O)c1nn(-c2ccccc2)cc1C(=O)c1ccc(C)cc1	0.4	-1.4	2.9	·	-9.4	1.2	-0.2	-0.8	4.9
Cc1ccc(CSCC(=O)N2CCOCC2)cc1	-6.2	-0.4	-2.4	1.3	6.5	1.0	-0.6	-1.0	-5.5
Cc1ccc(-c2nn(C)c(=O)c3ccccc23)cc1S(=O)(=O)NCCN(C)C	-4.6	1.8	6.1	0.8	-2.8	0.7	0.3	0.0	2.3
CCc1nc2cccnc2n1-c1ccc(CC(=O)O)cc1	4.9	-5.5	5.8	2.0	7.3	0.2	0.8	0.6	-0.9
Cn1c(C(=O)OC(C(=O)NCc2ccco2)c2ccncc2)cc2sccc21 (stereo not given)	-4.5	-1.4	10.5	1.7	2.6	1.1	-2.6	5.8	-2.1
COCc1ccc(C(=O)NC2CC(C)(C)Cc3c2cnn3-c2ccc(OC)cc2)o1 (stereo not given)	5.8	-0.2	3.8	-4.6	-5.5	0.9	-1.0	-1.1	4.4
CCC1(C)Cc2c(sc3c2c(=O)n(C)c2nnc(SCc4ccccc4)n32)CO1 (stereo not given)	4.2	0.8	2.7	9.2	-2.2	2.8	-5.8	-4.0	-1.5
CCOC(=O)NNC(=O)C1CCC(C)CC1 (stereo not given)	-5.2	-2.5	-1.0	2.6	2.1	-0.6	0.3	-2.2	-0.9
COc1cc(OC)cc(C(=O)Nc2ccc(N3CCOCC3)cc2N2CCOCC2)c1	·	·	-0.2	5.6	8.4	2.4	-0.3	-0.8	·

Other entries follow.
SMILES	core dimer inh	TPT1 inhibitor	procasp7 counter	PAFAH2 FP inh	procasp3 activ	PP5 primary	PP1 inh	AHR activator	Fh CTSL1 inh
COc1ccc(S(=O)(=O)Nc2cccc3c2O[C@H](CN(C)C(=O)Nc2ccc4c(c2)OCO4)[C@@H](C)CN([C@H](C)CO)C3=O)cc1	·	·	-0.2	8.8	3.9	·	·	-0.9	·
Cc1cc(C)n(CC(=O)N/N=C/c2c[nH]c3ccccc23)n1	-0.9	0.8	5.8	11.6	-7.7	-2.7	-2.1	19.1	-4.8
C[C@H]1O[C@H](O[C@H]2[C@H](O[C@@H]3CC[C@@]4(C)C(CC[C@]5(C)C4CC=C4[C@@H]6CC(C)(C)CC[C@]6(C(=O)O[C@@H]6O[C@H](CO)[C@@H](O)[C@H](O)[C@H]6O)CC[C@]45C)C3(C)C)O[C@H](C(=O)O)[C@@H](O)[C@@H]2O)[C@@H](O)[C@@H](O)[C@@H]1O (stereo not given in full)	-0.8	1.1	-5.5	-7.9	-4.6	2.1	-0.2	-0.5	-3.9
CC(=O)c1ccc(Sc2ccccn2)c([N+](=O)[O-])c1	2.0	-1.8	5.0	·	-15.1	0.0	-3.7	1.9	0.1
COc1ccc(-c2cc(C)no2)cc1S(=O)(=O)NCc1ccc(OC(C)C)cc1	0.6	-2.5	8.8	2.2	7.8	0.5	-0.9	0.7	-3.1
NC(=S)N/N=C/c1ccccc1OC(=O)/C=C/c1ccccc1	3.9	1.1	0.5	4.0	1.4	-1.4	-1.0	1.4	15.1
CC1CCc2cc(F)ccc2N1C(=O)c1cnc2sccn2c1=O (stereo not given)	-11.0	-3.2	2.3	-0.7	2.9	2.6	0.0	-0.6	0.4
CCOC(=O)CNC(=O)N1CCCC(CCC(=O)NCc2ccc(F)c(F)c2)C1 (stereo not given)	-0.6	-0.3	-5.0	1.8	-5.5	-1.4	-0.3	0.1	-1.1
NS(=O)(=O)c1ccc(NC(=O)c2cccc3ccccc23)cc1	-8.1	-1.1	-0.2	0.2	-2.2	2.4	-2.0	-4.1	-3.4
COc1ccc(NC(=O)Cc2c(C(=O)O)n(C)c3ccccc23)cc1OC	-5.4	-4.0	-10.3	-1.5	1.5	-0.2	-1.8	1.5	-0.6
Nc1ccc(-c2nc3ncccc3o2)cc1	-5.1	2.9	7.2	-8.3	-1.7	2.9	1.0	-8.1	4.8
COc1ccc(C2C(C(=O)Nc3cc(C)on3)c3ccccc3C(=O)N2C)cc1 (stereo not given)	-1.5	3.5	7.7	-3.7	8.0	0.1	-1.4	10.2	9.8
Cc1cc(C)cc(NC(=S)/C(=C(\[O-])c2ccc(Cl)cc2Cl)[n+]2ccccc2)c1	6.7	5.5	-11.9	-5.4	4.5	3.6	0.7	6.6	5.2
CC(C)NC(=O)NC(=O)CSc1nnc(-c2ccccc2F)n1N	-0.2	0.7	11.4	2.7	6.6	-1.4	-2.5	2.7	-2.2
COC(=O)C1=C(C)N(c2ccc(F)cc2)C(=O)C1	-2.8	-6.5	-18.5	-7.0	-9.1	-3.3	0.1	0.7	-3.2
COc1ccc(C)cc1S(=O)(=O)N(C)CC(=O)NCc1ccccn1	11.5	-0.9	2.9	1.0	4.8	-2.8	1.6	-0.9	2.3
COc1cccc(CN2CCN(Cc3ccc(C#CC(C)(C)O)s3)CC2CCO)c1 (stereo not given)	7.3	-4.6	0.2	-5.5	3.8	-1.1	-5.1	2.5	-2.8
NC(=O)C1CCN(c2ccc(C(F)(F)F)cc2[N+](=O)[O-])CC1	-2.8	0.3	-2.9	-1.7	-1.0	-2.6	-6.6	0.4	-4.9
CC(=O)Nc1ccc(NC(=O)Cn2nc(C(=O)Nc3ccc(C)cc3)ccc2=O)cc1	2.3	-2.0	12.2	-5.3	-1.3	2.0	1.0	3.3	46.9*
CC(NC(=O)C12CC3CC(CC(C3)C1)C2)C(=O)NCCN(C)C (stereo not given)	-10.1	-1.3	0.0	11.3	5.5	2.3	0.0	1.1	0.1
CCOC(=O)CNC(=O)CN1CCC(c2nc3ccccc3[nH]2)CC1	1.3	1.4	3.6	-3.1	-1.5	1.0	-1.6	0.1	0.1
COc1ccc(OC)c2c1cc(C(=O)N[C@H](C(=O)N1CCC[C@H]1C(=O)O)C(C)C)n2C	0.3	-5.2	-2.0	7.3	-3.4	0.9	2.8	2.1	-0.1
CC(C(=O)NCc1ccco1)n1nc(-c2ccccc2)c2cc(Cl)ccc21 (stereo not given)	2.8	0.7	2.0	-0.6	8.7	1.4	2.2	-1.8	6.0
Cn1cc(CN2CCCC(CO)(Cc3ccccc3)C2)cn1 (stereo not given)	-6.7	1.1	6.1	-6.0	-2.7	3.5	-0.7	0.3	3.2
Cc1snc(S(=O)(=O)/C(C#N)=N/Nc2cccc(C(F)(F)F)c2)c1C#N	3.1	4.1	-0.3	3.4	4.0	5.2	4.6	98.2*	4.2
CC(C)c1cc(CNC(=O)C2CCC(=O)N(Cc3ccccc3F)C2)on1 (stereo not given)	-0.2	-0.4	-2.7	2.9	7.1	2.4	0.8	6.4	-1.2
CC1(C)C[C@@H]1C(=O)N/C(=C\CCCCSC[C@H](N)C(=O)O)C(=O)O	1.9	-1.6	6.4	-1.3	1.5	-0.5	1.3	-1.9	3.8
Cc1cc(C)c2nc(NC(=O)c3cccc(S(=O)(=O)N4CCc5ccccc54)c3)sc2c1	3.8	0.9	-5.7	-1.1	0.4	1.0	0.2	3.4	-1.9
CCCC(=O)N(c1ccc2oc(C)c(C(C)=O)c2c1)S(=O)(=O)c1ccc(C(=O)O)cc1	9.7	-3.2	-3.7	-7.5	3.6	1.4	1.1	-0.2	1.1

Laid out differently: entries from further up.
canonical_smiles | core dimer inh | TPT1 inhibitor | procasp7 counter | PAFAH2 FP inh | procasp3 activ | PP5 primary | PP1 inh | AHR activator | Fh CTSL1 inh
NC(=S)N/N=C/c1ccccc1OC(=O)/C=C/c1ccccc1 | 3.9 | 1.1 | 0.5 | 4.0 | 1.4 | -1.4 | -1.0 | 1.4 | 15.1
CC1CCc2cc(F)ccc2N1C(=O)c1cnc2sccn2c1=O (stereo not given) | -11.0 | -3.2 | 2.3 | -0.7 | 2.9 | 2.6 | 0.0 | -0.6 | 0.4
CCOC(=O)CNC(=O)N1CCCC(CCC(=O)NCc2ccc(F)c(F)c2)C1 (stereo not given) | -0.6 | -0.3 | -5.0 | 1.8 | -5.5 | -1.4 | -0.3 | 0.1 | -1.1
NS(=O)(=O)c1ccc(NC(=O)c2cccc3ccccc23)cc1 | -8.1 | -1.1 | -0.2 | 0.2 | -2.2 | 2.4 | -2.0 | -4.1 | -3.4
